# HDAC3 inh = HDAC3 deacetylase inhibitors, primary screen, biochemical, fluorescence, cell-free homogeneous | recombinant HDAC3, fluorogenic peptide/trypsin coupled | 320,000 tested, 0.15% active | inhibition, % at 8.3 µM | Histone deacetylase 3 (Homo sapiens), O15379; in the data active = inhibition above about 26%, passing the limit was not always enough
# Target sequence (O15379 whole entry, looked up): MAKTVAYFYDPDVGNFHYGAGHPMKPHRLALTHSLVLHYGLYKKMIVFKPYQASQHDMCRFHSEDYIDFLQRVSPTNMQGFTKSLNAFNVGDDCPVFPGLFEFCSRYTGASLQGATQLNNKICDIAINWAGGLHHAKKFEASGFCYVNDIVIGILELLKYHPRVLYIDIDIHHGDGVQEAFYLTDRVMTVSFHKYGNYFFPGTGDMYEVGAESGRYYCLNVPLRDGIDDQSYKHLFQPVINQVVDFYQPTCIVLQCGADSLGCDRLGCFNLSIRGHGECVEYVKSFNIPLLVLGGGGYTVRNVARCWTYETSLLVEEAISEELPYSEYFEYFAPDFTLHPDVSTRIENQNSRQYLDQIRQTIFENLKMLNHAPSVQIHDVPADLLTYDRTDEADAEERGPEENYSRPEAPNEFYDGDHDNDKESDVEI
# hERG rescue = hERG rescue from dofetilide block, primary screen, cell-based, CHO-hERG, FluxOR thallium flux, dofetilide IC70 | dofetilide IC70 present | activation (rescue from dofetilide block), less the hit threshold, % at 10 µM | 310,000 tested, 0.51% active | AID 1511, 2009;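 active = activation above the mean of controls blocked by dofetilide plus 5 SD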;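 note: thallium influx through hERG after potassium depolarization seen as dye fluorescence rise; in these data hits start at about 4.7%; inactives centre near -7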
# GSK3B inh = human GSK3beta kinase inhibitors, primary screen, biochemical, cell-free homogeneous, HTS; 300,000 tested, 0.038% active; GST-GSK3beta kinase, ADP-Glo luminescence, 60 min; stronger effect = lower value; activity score (negative = inhibition), % at 10 µM; Glycogen synthase kinase-3 beta (Homo sapiens), P49841;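 active = more than half of replicate wells score below -50%, meaning over 50% inhibition versus plate controls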;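 note: 0% = median DMSO wells and -100% = median GW8510 positive control wells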
#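 test system = GST-tagged human GSK3beta kinase, cell-free | reagent = 25 µM ATP with peptide substrate | dosing = one dose of 10 µM per compound | schedule = 60 min reaction, RT | detection = luminescent ADP-Glo measurement of ADP formed | control set = DMSO neutral wells and GW8510 at 20 µM as positive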
# KCNQ1 act = potentiators or activators of KCNQ1 channel, primary screen, cell-based, thallium flux, high-throughput; CHO-K1 KCNQ1, thallium flux FluxOR fluorescence; stronger effect = higher value; B-score at 10 µM; 310,000 tested, 0.35% active; AID 2648, 2010;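 active = fluorescence ratio B-score, a plate-corrected score, at least three library SD, with initial intensity B-score within 5 SD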
#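 System: Stable KCNQ1 CHO-K1 line | Incubation: 90 min dye loading and 20 min compound exposure, both at room temperature | Measure: Ratio B score | Medium: Assay buffer for compound exposure, DMSO matched across wells | Compound dosing: Single-concentration screen | Probe or stimulus: K+/Tl+ depolarizing stimulus | Measured by: Kinetic FluxOR fluorescence, 10 s baseline plus 110 s post-stimulus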
# GSK3A inh = blockers of GSK3A enzyme activity – biochemical, luminescence, cell-free homogeneous, HTS, primary screen; GSK-3 alpha kinase, ADP-Glo luminescence, 60 min; AID 2650, 2010; inhibition, % at 10 µM; 320,000 tested, 0.1% active; Glycogen synthase kinase-3 alpha (Homo sapiens), P49840;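 in the data active = inhibition above about 50%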;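 note: GST-tagged GSK-3 alpha with peptide substrate and 25 µM ATP; 0% = DMSO neutral wells and 100% = GW8510 positive control wells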
# RGS4 pot = RGS4 potentiators or activators, primary screen, cell-based, HEK293 M3R inducible RGS4, calcium flux; carbachol calcium flux Fluo4; stronger effect = lower value; B-score at 10 µM; 310,000 tested, 0.92% active; AID 463111, 2010;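 active = B-score of the integrated calcium signal more than 4 SD below the library mean, with starting fluorescence not abnormally high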;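 note: negative B-score means reduced calcium response which marks RGS4 activation or potentiation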
#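 Reagent: ECmax carbachol challenge; Test system: M3R-expressing HEK293 line, RGS4 induced by doxycycline; Schedule: overnight RGS4 induction, 30 min dye load 37 °C, 20 min compound RT; Detection: calcium dye Fluo4 fluorescence; Read-out: Agonist-evoked peak-minus-minimum fluorescence over baseline, integrated ratio, B score.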
# KCNK3 block = human KCNK3 channel inhibitors, primary screen, CHO cells, FluxOR thallium flux, B-score | Potassium channel subfamily K member 3 (Homo sapiens), O14649 | FluxOR fluorescence; stronger effect = lower value | B-score at 10 µM | 340,000 tested, 0.84% active | AID 602410, 2012;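 active = B-score under library mean minus 4 SD, starting fluorescence ratio at most library mean plus 5 SD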;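 note: more negative B-score means stronger inhibition of thallium flux through KCNK3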
# Target sequence (O14649 whole entry, looked up): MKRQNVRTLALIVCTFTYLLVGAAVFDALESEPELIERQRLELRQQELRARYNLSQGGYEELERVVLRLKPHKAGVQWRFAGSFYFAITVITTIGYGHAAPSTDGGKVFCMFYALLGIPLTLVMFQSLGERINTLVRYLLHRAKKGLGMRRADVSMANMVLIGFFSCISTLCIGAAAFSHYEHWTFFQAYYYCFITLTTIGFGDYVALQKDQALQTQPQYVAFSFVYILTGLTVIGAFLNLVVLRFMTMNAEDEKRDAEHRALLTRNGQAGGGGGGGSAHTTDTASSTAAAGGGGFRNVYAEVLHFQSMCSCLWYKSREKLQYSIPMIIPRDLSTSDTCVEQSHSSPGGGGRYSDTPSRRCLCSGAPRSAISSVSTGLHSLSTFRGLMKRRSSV
# KCNK9 block = KCNK9 potassium channel inhibitors, primary screen, HEK293 cells, thallium flux. FluxOR thallium flux fluorescence; stronger effect = lower value. B-score at 10 µM. 310,000 tested, 1.2% active. AID 488922, 2010;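 active = ratio B-score over 3 SD below the library mean, with starting fluorescence within 5 SD of its mean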;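 note: negative B-score means less thallium flux so channel inhibition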
# Dyrk1A ADPGlo = rat Dyrk1A kinase inhibitors, primary screen, biochemical, single point, plate reader | Dual specificity tyrosine-phosphorylation-regulated kinase 1A (Rattus norvegicus), Q63470 | ADP-Glo luminescence, NFATc1 peptide | inhibition, % at 12.5 µM | 310,000 tested, 0.43% active | AID 504441, 2011; in the data active = inhibition above about 50%;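 note: plate controls were vehicle with enzyme for no effect and no enzyme for full effect; many of its hits are not listed in these tables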
# KCNQ1 inh = inhibitors of human KCNQ1 channel, primary screen, cell-based, thallium flux, high-throughput; 310,000 tested, 1.3% active; CHO-K1 KCNQ1, FluxOR thallium flux fluorescence; stronger effect = higher value; B-score at 10 µM;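 active = compounds whose thallium flux B-score, printed positive for inhibition, exceeds three library SD while starting fluorescence stays within three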;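 note: channel opened by potassium depolarization with thallium stimulus after 20 min compound exposure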
# PolyA inh = polyadenylation inhibitors in yeast reporter cells, primary screen, luminescence, S. cerevisiae. 300,000 tested, 0.02% active. calls only at 12 µM. S. cerevisiae SKY197-pL101 polyadenylation reporter, beta-gal luminescence; efflux-impaired pdr1/pdr3 knockout yeast; score 100 = 6 SD above DMSO;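 active = lowest replicate activity score at least 50, where 100 means six control SD above control mean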;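 note: yeast exposed to compound for 9 h at 30 °C; higher score means more reporter readthrough which indicates perturbed polyadenylation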
# Numbers without * were called inactive; i = inactive; x = not tested or not shown.
# Start of the listing, in advance:
SMILES,HDAC3 inh,hERG rescue,GSK3B inh,KCNQ1 act,GSK3A inh,RGS4 pot,KCNK3 block,KCNK9 block,Dyrk1A ADPGlo,KCNQ1 inh,PolyA inh
CC(=O)c1sc(Nc2ccc(C)cc2)nc1C,-3,-18,-5,i,0,i,i,i,-2,i,i
CCCN(CCC)S(=O)(=O)c1ccc(C(=O)Nc2ccc(OCC(=O)N3CCOCC3)cc2)cc1,-1,-4,-5,i,1,i,i,i,7,i,i
COc1ccc(-c2ccc(C(=S)N3CCN(C(C)=O)CC3)o2)cc1,5,-1,-1,i,7,i,i,i,14,i,i

# Main list, previewed entries included:
SMILES,HDAC3 inh,hERG rescue,GSK3B inh,KCNQ1 act,GSK3A inh,RGS4 pot,KCNK3 block,KCNK9 block,Dyrk1A ADPGlo,KCNQ1 inh,PolyA inh
CC(=O)c1sc(Nc2ccc(C)cc2)nc1C,-3,-18,-5,i,0,i,i,i,-2,i,i
CCCN(CCC)S(=O)(=O)c1ccc(C(=O)Nc2ccc(OCC(=O)N3CCOCC3)cc2)cc1,-1,-4,-5,i,1,i,i,i,7,i,i
COc1ccc(-c2ccc(C(=S)N3CCN(C(C)=O)CC3)o2)cc1,5,-1,-1,i,7,i,i,i,14,i,i
CCOC(=O)c1ccc(OCc2c(C)noc2C)cc1,5,0,1,i,-4,i,i,i,-1,i,i
COc1ccccc1-c1nnc2sc(-c3cc4ccccc4o3)nn12,-5,-8,-1,i,-1,i,i,i,-3,i,i
COc1ccc(N2CCN(C(=O)Cc3ccc(Br)cc3)CC2)cc1,2,-5,-1,i,-2,i,i,i,3,i,i
COC(=O)c1c(C)oc(C)c1S(=O)(=O)NC(c1ccccc1)c1ccccc1,2,-2,0,i,-1,i,i,i,x,i,i
O=C1Nc2ccccc2C(=O)N2[C@H](c3ccccc3)[C@@H]3C(=O)N(Cc4ccccc4)C(=O)[C@@H]3[C@H]12,-5,-5,2,i,0,i,i,i,2,i,i
Cc1ccccc1Nc1nc(N)nc(CN(C)c2ccccc2)n1,-2,-10,1,i,0,i,i,i,-2,i,i
O=C(NCCc1cccc(Cl)c1)c1ccc(Cl)c([N+](=O)[O-])c1,x,-15,3,i,x,i,i,i,2,i,i
O=C(O)CCSCCC(=O)O,1,-4,0,i,-1,i,i,i,-1,i,i
CCOC(=O)CNc1ncc([N+](=O)[O-])cc1C#N,5,-7,0,i,-7,i,i,i,-8,i,i
O=C(NCc1ccc(F)cc1)C1CCN(S(=O)(=O)N2CCOCC2)CC1,-7,-24,-1,i,1,i,i,i,1,i,i
O=C(CSc1nc(-c2ccccc2)cc(C(F)(F)F)n1)NCCN1CCOCC1,1,-11,-1,i,-4,i,i,i,4,i,i
CCOC(=O)N1CCN(C(=O)CSc2nnc(-c3cccc(OC)c3)o2)CC1,-4,-2,-1,i,-3,i,i,i,-3,i,x
NC(=O)COc1cc2oc(=O)c3c(c2cc1Cl)CCCC3,-15,-6,-3,i,-1,i,i,i,29,i,i
CC1CCCCC1NC(=O)C1CC(=O)N(Cc2ccccc2)C1 (stereo unspecified),3,-14,-3,i,-3,i,i,i,0,i,i
CSCCCN1CCCC(CO)(Cc2ccc(F)cc2)C1 (stereo unspecified),-2,-12,3,i,-6,i,i,i,x,i,i
O=C(O)C1C2CCC(O2)C1C(=O)Nc1ccccc1Br (stereo unspecified),-13,-10,2,i,-1,i,i,i,-1,i,i
CCO[C@H]1OC(C(=O)N2CCN(Cc3ccc4c(c3)OCO4)CC2)=C[C@@H](c2cn(C(C)=O)c3ccccc23)[C@@H]1CCCO,2,-25,5,i,-6,i,i,i,2,i,i
CCOc1cc(C#N)c(NC(=O)Cn2nnc3ccccc32)cc1OCC,3,-8,0,i,0,i,i,i,-1,i,i
Cc1csc(SCc2nnc(-c3ccccc3Br)o2)n1,0,-2,-5,i,-4,i,i,i,4,i,i
Oc1nc(Nc2ccc(Cl)cc2Cl)sc1/C=C1\C=Nc2ccccc21,4,-24,3,i,2,i,i,i,6,i,i
O=C(CN1CCNCC1)Nc1ccccc1Cl,0,-1,-3,i,-4,i,i,i,-1,i,i
COc1cc(/C=C2/SC(=S)N(C)C2=O)ccc1OC(=O)c1ccco1,0,-4,-3,i,-2,i,i,i,-2,i,i

# The list goes on:
SMILES,HDAC3 inh,hERG rescue,GSK3B inh,KCNQ1 act,GSK3A inh,RGS4 pot,KCNK3 block,KCNK9 block,Dyrk1A ADPGlo,KCNQ1 inh,PolyA inh
Cc1ccc(-c2nc(CSCC(=O)NC3CCN(Cc4ccccc4)CC3)c(C)o2)cc1,-1,-7,-1,i,-2,i,i,i,-7,i,i
O=C(CCC(=O)N1CCOc2ccc(Cl)cc21)NCCCN1CCOCC1,14,-5,-2,i,4,i,i,i,0,i,i
CC(C)(C)NC(=O)NC(=O)CSc1cccc(C(F)(F)F)c1,4,-12,1,i,1,i,i,i,4,i,i
CC(=O)C1=C(O)C(=O)N(c2ccc(Br)cc2)C1c1ccc(Cl)cc1 (stereo unspecified),9,-10,2,i,-6,i,i,i,-5,i,i
Cc1ccc(SC2=C(Sc3ccc(C)cc3)C(=O)c3ccccc3C2=O)cc1,0,-3,-4,i,1,i,i,i,6,i,i
O=C(CN(c1ccccc1)S(=O)(=O)c1ccccc1[N+](=O)[O-])NN=C1CCCCCCC1,-1,-7,0,i,-4,i,i,i,x,i,i
Cn1c(SCc2ccc(C#N)cc2Cl)nc2ccccc21,15,-2,2,i,-4,i,i,i,13,i,i
CCCN1C(=O)c2ccc(C(=O)Nc3ccc4c(c3)OCO4)cc2C1=O,-1,-7,0,i,-1,i,i,i,-7,i,i
C#C[C@]1(OC(C)=O)CCC2C3CCC4=CC(=O)CC[C@@H]4C3CC[C@@]21C (stereo partly specified),-1,-9,-2,i,1,i,i,i,1,i,i
Cn1c(N)c(C#N)c2c(c1=S)COC(C)(C)C2,4,-4,-4,i,0,i,i,i,2,i,i
O=C(COc1ccc(/C=N/NC(=O)c2ccccc2O)cc1)Nc1ccccc1,-4,-9,-2,i,-1,i,i,i,2,i,i
CCOc1cc2c(cc1OCC)C(c1ccc(OC)cc1)N(c1ccccc1)C(=O)C2 (stereo unspecified),x,-6,6,i,x,i,i,i,2,i,i
Cc1occc1C(=O)NNC(=O)COc1ccc(Br)cc1Br,-4,-6,-3,i,-4,i,i,i,-4,i,i
CNC(=S)Nc1ccc(Br)cc1,-3,-9,0,i,-1,i,i,i,1,i,i
O=C(Cn1c2c(c(-c3ccccc3Cl)cc1=O)CCC2)NCC1CCCO1 (stereo unspecified),-5,-7,1,i,0,i,i,i,1,i,i
Nc1nc(COc2ccccc2C=O)nc(Nc2ccccc2)n1,8,-6,0,i,3,i,i,i,4,i,i
CC1CCN(CCCCOc2ccc(Br)cc2)CC1,1,-7,2,i,-3,-7.4*,i,i,x,i,i
CCn1c(=NC(=O)CSCC(=O)Nc2nccs2)sc2ccccc21,-5,-3,5,i,0,i,i,i,-2,i,i
Fc1ccc(C2=NN(c3ccccc3)C(c3ccco3)C2)cc1 (stereo unspecified),-47,-28,1,i,-1,i,i,i,2,i,i
Cc1cccc(C(=O)NC(NC(=S)Nc2ccc(S(N)(=O)=O)cc2)C(Cl)(Cl)Cl)c1 (stereo unspecified),1,-11,3,i,0,i,i,i,8,i,i
COC(=O)C1=C(C(=O)OC)[C@@H]2N(C)c3ccc(OC)cc3[C@@]23C[C@@H](C(=O)OC)N(S(=O)(=O)c2ccc([N+](=O)[O-])cc2)C3=N1,-12,-3,-2,i,-1,i,i,i,0,i,i
CCn1c(NCc2cc(OC)c(OC)c(OC)c2)nc2ccccc21,1,-3,-1,i,1,i,i,i,5,i,i
Cc1ccc(-c2nnc(N3CCN(C(=O)COc4ccccc4)CC3)c3ccccc23)cc1,-1,-21,0,i,-1,i,i,i,-1,i,i
COc1ccc2c(c1)nc(N)n2Cc1ccccc1,-5,-5,3,i,-1,i,i,i,2,i,i
CC(=O)Nc1ccc(S(=O)(=O)Nn2cnnc2)cc1,-1,-4,3,i,0,i,i,i,0,i,i
CCS(=O)(=O)N1CCN(C(=O)c2cccnc2)CC1,2,-10,1,i,-1,i,i,i,-4,i,i
CN(CC(=O)Nc1cccc(F)c1)C(=O)c1ccc(COc2ccccc2)o1,11,-15,3,i,-1,i,i,i,x,i,i

# Compound profiles, as listed above:
# Entry for CCn1c(NCc2cc(OC)c(OC)c(OC)c2)nc2ccccc21 = HDAC3 inh: 1; hERG rescue: -3; GSK3B inh: -1; KCNQ1 act: i; GSK3A inh: 1; RGS4 pot: i; KCNK3 block: i; KCNK9 block: i; Dyrk1A ADPGlo: 5; KCNQ1 inh: i; PolyA inh: i
# Entry for Cc1cccc(C(=O)NC(NC(=S)Nc2ccc(S(N)(=O)=O)cc2)C(Cl)(Cl)Cl)c1 (stereo unspecified) = HDAC3 inh: 1; hERG rescue: -11; GSK3B inh: 3; KCNQ1 act: i; GSK3A inh: 0; RGS4 pot: i; KCNK3 block: i; KCNK9 block: i; Dyrk1A ADPGlo: 8; KCNQ1 inh: i; PolyA inh: i
# Entry for Fc1ccc(C2=NN(c3ccccc3)C(c3ccco3)C2)cc1 (stereo unspecified) = HDAC3 inh: -47; hERG rescue: -28; GSK3B inh: 1; KCNQ1 act: i; GSK3A inh: -1; RGS4 pot: i; KCNK3 block: i; KCNK9 block: i; Dyrk1A ADPGlo: 2; KCNQ1 inh: i; PolyA inh: i

# This is a subset, so the mix of outcomes need not match the whole.
